# Screening results deposited in PubChem by Emory University Molecular Libraries Screening Center.
# 14-3-3 PPI = 14-3-3 gamma protein interaction modulation | FP, 14-3-3gamma / TMR-pS259-Raf peptide binding | inhibition, % at 40 µM | 0.19% of 160,000 active | AID 422; in the data active means inhibition above about 30%;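 further: 0% = protein plus tracer without compound and 100% = blank with tracer alone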
# Target sequence (P61981 whole entry, looked up): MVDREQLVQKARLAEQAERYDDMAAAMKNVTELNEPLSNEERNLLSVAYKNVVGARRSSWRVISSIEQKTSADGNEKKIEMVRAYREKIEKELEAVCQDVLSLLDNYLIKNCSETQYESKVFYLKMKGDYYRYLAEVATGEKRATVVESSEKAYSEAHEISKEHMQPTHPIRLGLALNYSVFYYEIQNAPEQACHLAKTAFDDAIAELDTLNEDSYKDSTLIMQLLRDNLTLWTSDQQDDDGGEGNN
# Starred values were filed as active, the others as inactive; & = joins results of further samples.
SMILES	14-3-3 PPI
CC(C)(C)N(Cc1ccccc1)C(=O)c1ccc2c(c1)OCCO2	-10
COc1ccc(CCNC(=O)Cn2nnc(-c3cccs3)n2)cc1OC	0
Cc1cc(C)c(O)c(N=Cc2ccccc2O)c1	-10
COc1ccc(-n2c(=O)c3ccccc3n(CC(=O)NC3CCCCC3)c2=O)cc1OC	-5
COc1ccc(C(C(=O)OCCN(C)C)c2ccccc2)cc1 (configuration not stated)	-3
Cc1cccnc1N(C(=O)Nc1ccccc1)C1=NCC(C)(C)S1	-9
O=C(Oc1ccc(OC(=O)N2CCOCC2)cc1)c1ccccc1	2
Cc1cc(C)nc(SCc2nnc(SCC(=O)N3CCOCC3)o2)n1	-1
CC1=C(C(=O)OCc2ccccc2)C(c2ccoc2)C(C#N)=C(N)O1 (configuration not stated)	-23
N#CC(Cc1ccc(O)c(O)c1)C(=O)N1CCc2ccccc21 (configuration not stated)	2
Oc1c(CN2CCOCC2)cc(CN2CCOCC2)cc1CN1CCOCC1	-6
COc1ccc(C(=O)Nc2ccc(-c3nc4cc(C)cc(C)c4o3)cc2)cc1OC	-147
CC(=O)Oc1ccc(C(=O)NCC(C)C)cc1	-3
COc1ccccc1NC(=O)N(Cc1ccco1)Cc1cc2ccc(C)c(C)c2[nH]c1=O	-7
O=C(c1ccc(CS(=O)(=O)c2cccc(C(F)(F)F)c2)o1)N1CCN(c2ccccn2)CC1	0
COc1ccc(Cn2c(=O)[nH]c3cc(C(=O)NCCc4c[nH]c5ccccc45)ccc3c2=O)cc1	-5
O=c1cc(-c2ccccc2)c2ccc(OCc3ccccc3F)cc2o1	-18
CCc1c(C)sc(NC(=O)c2c(-c3ccccc3Cl)noc2C)c1C(N)=O	-17
CCC(C)NC(=O)c1ccc2c(c1)N(Cc1ccccc1Cl)C(=O)c1ccccc1S2 (configuration not stated)	-9
CC(C)Oc1cccc(C(=O)Nc2cc(-c3nc4ncccc4o3)ccc2Cl)c1	-5
O=C(Cn1c(=O)[nH]c2ccsc2c1=O)N1CCN(c2ccccc2)CC1	-5
CCOC(=O)C1=C(C)NC(=O)NC1c1ccc([N+](=O)[O-])cc1 (configuration not stated)	12
Cn1cc(Br)cc2nc(C(F)(F)F)nc1-2	2
CCOc1ccccc1N1CCN(C(=O)c2ccncc2)CC1	2
Cc1cccc(OCC(=O)Nc2ccc(OCc3ccccc3)cc2)c1C	-3
O=c1cc(-c2ccccc2)[nH]n1-c1nc2ccccc2s1	-16
Cn1c(SCC(=O)Nc2ccccc2F)nnc1-c1ccc(S(=O)(=O)N2CCOCC2)cc1	-13
CC(C)(C)C1CCc2c(sc(NC(=O)c3cc(C4CC4)on3)c2C#N)C1 (configuration not stated)	-8
CN(C)c1ccc(-c2ccccc2)nn1	3
Clc1ccc(-c2nn3c(Cn4cnc5ccccc54)nnc3s2)c(Cl)c1	-2
O=C(Nc1cccc(Cl)c1)c1cnc2n(c1=O)CCS2	-2
COc1ccccc1NC(=O)C(C)Sc1nnnn1C (configuration not stated)	2
CCOCCn1cnc2sc(C(=O)Nc3ccc(OC)c(OC)c3)c(C)c2c1=O	3
Cn1c(=O)c2c(SCc3ccccn3)nc(C3CC3)nc2n(C)c1=O	0
CC(=O)c1sc2nc(C(C)(C)C)cc(C(F)(F)F)c2c1N	6
COc1ccc2cc3cc(C(=O)NCc4cccs4)oc3nc2c1	1
CCCCc1cc(=O)oc2c(C)c3oc(C)c(C)c3cc12	4
Cc1cccc(C(=O)NCCc2cc3cc(C)c(C)cc3[nH]c2=O)c1	-4
CC1CCC(N2CCN(Cc3ccc(F)cc3)CC2)CC1 (configuration not stated)	3
CCS(=O)(=O)N1CCC(C(=O)NCCCN2CCCCCC2)CC1	-2&0
CCOC(=O)C1CCCN(Cc2ccccc2OCC)C1 (configuration not stated)	0
Cn1c(CC(=O)Nc2ccccc2)nnc1SCCOc1ccccc1	-14
COc1cc(C#CC#CCN2CCCCC2)ccc1O	-5
CCOC(=O)c1sc(NC(=O)c2sc3nc[nH]c(=O)c3c2C)nc1C	-2
O=C(O)C(CCCCN1C(=O)C2C3C=CC(C3)C2C1=O)N1C(=O)C2C3C=CC(C3)C2C1=O (configuration not stated)	-4
CCOC(=O)c1ccc(NCc2ccccc2OC)c([N+](=O)[O-])c1	-9
O=C1COc2ccc(C(=O)CSc3nnc(-c4cccs4)n3Cc3ccccc3)cc2N1	-1
O=C(C1Cc2ccccc2CN1S(=O)(=O)c1cccs1)N1CCCCC1 (configuration not stated)	1
Cc1cccc(N(C)S(=O)(=O)c2cccc3cccnc23)c1	1
C/C(Cl)=C/CSc1nc2c(c(=O)[nH]c(=O)n2C)n1C(C)C	-5
COc1ccccc1C1C2=C(CC(C)(C)CC2=O)Nc2nc(SC)nn21 (configuration not stated)	3
Nc1nc2c([N+](=O)[O-])cccc2s1	-8
CCc1ccc(S(=O)(=O)NC(CC(=O)O)c2ccccc2)cc1 (configuration not stated)	-1
COc1cc(Br)cc(C=Nc2ccc3oc(-c4cccc(F)c4)nc3c2)c1O	-31
COCCOC(=O)c1c(C)oc2c1cc(NS(=O)(=O)c1ccc(Cl)c(C)c1)c1ccccc12	-25
CCCNC(=O)c1c(N)n(-c2ccc3c(c2)OCO3)c2nc3ccccc3nc12	-10

# (cont.)
SMILES	14-3-3 PPI
CC1=NN(C(=O)c2csc3c2CCCC3)C(O)(C(F)(F)F)C1 (configuration not stated)	7
CCCCNC(=O)c1cccc2c1C(=O)N(c1ccc(OC)cc1)C2	0
CCOC(=O)C1CCN(C(=O)CN(c2cccc(OC)c2)S(=O)(=O)c2ccccc2)CC1	-5
CCOc1ccc(C2C3=C(CCCC3=O)OC3=C2C(=O)CCC3)cc1	-2
O=C(c1cccc2c1NC(c1ccc([N+](=O)[O-])cc1)C1CC=CC21)N1CCOCC1 (configuration not stated)	-3
O=C(Nc1nc2ccccc2s1)c1cc(-c2ccccc2)nc2ccccc12	1
COc1cc(OC)cc(-n2nc(C(=O)N3CC(C)CC(C)C3)c3ccccc3c2=O)c1 (configuration not stated)	-9
CCSc1sc(CC)cc1C1C(C(=O)Nc2ccc(C)cn2)=C(C)NC2=C1C(=O)CCC2 (configuration not stated)	-9

# Random excerpt: 4 records from the list.
SMILES	14-3-3 PPI
O=C(Nc1nc2ccccc2s1)c1cc(-c2ccccc2)nc2ccccc12	1
CCCCNC(=O)c1cccc2c1C(=O)N(c1ccc(OC)cc1)C2	0
O=C(c1cccc2c1NC(c1ccc([N+](=O)[O-])cc1)C1CC=CC21)N1CCOCC1 (configuration not stated)	-3
CC1=NN(C(=O)c2csc3c2CCCC3)C(O)(C(F)(F)F)C1 (configuration not stated)	7

# Continuation.
SMILES	14-3-3 PPI
COc1ccc(C2NC(=S)NC(C)=C2C(=O)Nc2ccccc2)c(OC)c1 (configuration not stated)	7
COc1ccc(CCNC(=O)c2cc3cc4ccc(C)cc4nc3s2)cc1OC	-2
CCOc1ccc(NC(=O)c2ccc(F)c(S(=O)(=O)N3CCCCC3CC)c2)cc1 (configuration not stated)	-30
Cc1ccc(C2C3=C(CC(C)(C)CC3=O)Nc3nc(SCc4cccc(C)c4)[nH]c(=O)c32)cc1 (configuration not stated)	3
Cc1ccc(S(=O)(=O)NCCNC(=O)CN2CCCCC2)cc1	6
CC(=O)Nc1cccc(N=Cc2cc([N+](=O)[O-])cc(C)c2O)c1	6
CN(C)c1ccc(CN2CCCCCC2)cc1	5
CCCOc1ccc(C(C)(N)C(=O)O)cc1 (configuration not stated)	-8
CCOC(=O)CSCc1nc2c(c(=O)[nH]1)C1(CCCC1)Cc1ccccc1-2	4
O=C1CCc2cc(S(=O)(=O)NC(Cc3ccccc3)C(=O)NC3CCCC3)ccc2N1 (configuration not stated)	-3
COc1ccc(-c2nnn(CCc3nn[nH]n3)n2)cc1OC	3
C=C(C)Cn1c(N2CC(C)CC(C)C2)nc2c1c(=O)[nH]c(=O)n2C (configuration not stated)	1
COC(=O)c1ccc(NC(=O)c2cc3c(CO)cnc(C)c3oc2=Nc2ccccc2)cc1	0
COc1ccc(C2(CCN3C(=O)c4ccccc4C3=O)CCOC(C)(C)C2)cc1 (configuration not stated)	12
COc1cccc(C(=O)N(CN2CCCC2=O)c2cccc(Cl)c2)c1	0
Cc1cc2ncn(CCOc3ccccc3C#N)c2cc1C	-9
COc1ccc(O)c(C=Nc2cccc(Cl)c2)c1	7
O=C(CN1CCOc2ccccc21)NCc1ccccc1	-4
COC(=O)C(C)NC(=O)c1ccc(C(C)(C)C)cc1 (configuration not stated)	-6
COc1ccccc1NC(=O)CSc1oc(-c2ccc(F)cc2)nc1S(=O)(=O)c1ccc(Br)cc1	-48
COCCN1Cc2cccc(C(=O)Nc3ccc(C)cc3)c2C1=O	6
Cc1cc(C)n2[nH]c(=S)nc2n1	-9
Cc1onc(-c2c(Cl)cccc2Cl)c1C(=O)Nc1c(C)n(C)n(-c2ccccc2)c1=O	1
C[N+]1(CCCCC[N+]2(C)CCCC2)CCCC1	3
CCC(=O)N1c2ccccc2NC2=C(C(=O)CC(c3ccccc3)C2)C1c1ccc(C(=O)OC)cc1 (configuration not stated)	6
Cc1ccc(C)c(CSC2=NCCN2C(=O)c2ccco2)c1	-4
CC1=Nn2c(nnc2-c2ccccc2Cl)SC1	5
CCOc1ccccc1CNC(=O)CNC(=O)c1cccs1	-3
COc1ccc(C(=O)C(C)[n+]2ccccc2-c2ccccn2)cc1 (configuration not stated)	-6
COc1cc2c(C#N)c(N3CCc4ccccc4C3)nc(N)c2c(N)n1	-6
O=C(Nc1ccc(Nc2ccccc2)cc1)c1scc2c1CCCC2	5
Cn1c(SCCOc2cccc(Cl)c2)nnc1-c1ccncc1	-3
Cc1ccc(N=C2NC(=O)CC(C(=O)Nc3cccc(C(F)(F)F)c3)S2)cc1 (configuration not stated)	0
COc1ccc(NC(=O)CCCn2c(=S)[nH]c3ccccc3c2=O)cc1Cl	-15
O=C(Cn1ccc2ccccc2c1=O)NCc1ccc(F)cc1	-1
COc1cc(C(=O)N2CCCc3ccccc32)cc(OC)c1OC	-8
C[N+]1=C2CCCCCN2C(O)(c2ccccc2)C1 (configuration not stated)	1
COc1ccc(C2CC(C(F)(F)F)n3nc(C(N)=O)c(Cl)c3N2)cc1OC (configuration not stated)	-10&13
O=c1oc2cc3occ(-c4ccc(Cl)cc4)c3cc2c2c1CCCC2	-13
COc1cc(OC)c(C=Nc2ccccc2)cc1Br	6

# Among those listed so far, five contain a cyano group.
SMILES	14-3-3 PPI
CC1=C(C(=O)OCc2ccccc2)C(c2ccoc2)C(C#N)=C(N)O1 (configuration not stated)	-23
N#CC(Cc1ccc(O)c(O)c1)C(=O)N1CCc2ccccc21 (configuration not stated)	2
CC(C)(C)C1CCc2c(sc(NC(=O)c3cc(C4CC4)on3)c2C#N)C1 (configuration not stated)	-8
Cc1cc2ncn(CCOc3ccccc3C#N)c2cc1C	-9
COc1cc2c(C#N)c(N3CCc4ccccc4C3)nc(N)c2c(N)n1	-6

# (more compounds)
SMILES	14-3-3 PPI
O=C(Nc1ccc(-c2nc3ccccc3o2)cc1)c1cccs1	-17
CCOC(=O)C(C(=O)Nc1cccc(C)n1)C1CCCCC1 (configuration not stated)	-3
Cc1c(F)cccc1NS(=O)(=O)c1ccccc1C#N	-1
CC(=O)Nc1cc(C(=O)NCc2ccc(F)cc2)ccc1S(=O)(=O)c1ccc(C)cc1	-8
CC1(C)CC(=O)C=C(Nc2ccccn2)C1	2
Cc1ccc(Cn2nnc3c(=O)n(CC(=O)c4ccccc4)cnc32)cc1	-1
COc1ccc(N2C3=[N+](CC2(C)O)c2ccccc2CC3)cc1 (configuration not stated)	9
O=C(NC1CCCCC1)C(c1ccccc1)N1CCC(Cc2ccccc2)CC1 (configuration not stated)	-78
O=C(Nc1ncc(Cc2cccc([N+](=O)[O-])c2)s1)c1ccccc1Cl	-5
Cc1cccc(Oc2coc3cc(OCc4ccc(Cl)cc4)ccc3c2=O)c1	-9
O=C(CCC1CCCC1)N1CCN(C(=O)COc2ccccc2)CC1	-5
CCCOC(=O)CNc1n[nH]c(=O)[nH]c1=O	-1
CCOC(=O)C1CCC(CN(Cc2ccccc2Cl)S(=O)(=O)c2ccc([N+](=O)[O-])cc2)CC1 (configuration not stated)	-6
O=C(CSc1nc2c(c(=O)n1-c1ccc(F)cc1)SCC2)NCCc1ccccc1	-6
Cn1c(C(=O)N2CCN(c3ccccn3)CC2)cc2c(=O)n(C)c3ccccc3c21	0
COc1ccc(NC(=O)CN2CCN(S(=O)(=O)c3cc(Cl)ccc3OC)CC2)c(OC)c1	-12
O=C(Nc1ccccc1Cl)c1ccc(F)c(S(=O)(=O)N2CCc3ccccc3C2)c1	-2
NC(=O)SCC(=O)Nc1ccc(Cl)cc1	-2
CC(C)C(C)(O)C#CCN1CCOCC1 (configuration not stated)	-1
COC(=O)CSc1nc(N)c(C#N)c(C(C)C)c1C#N	-4
CC1(C)Cc2ccccc2-c2nnc(SCC(=O)Nc3nc4ccccc4s3)n21	-10
COc1ccc(CCNC(=O)CSc2nnc(-c3ccc(F)cc3)o2)cc1OC	-4
O=C(Cn1c(=O)[nH]c2ccsc2c1=O)Nc1ccccc1	-7
CCCc1nnc2c3c4c(sc3ncn12)CCCC4	-17

# Four structures out of the list, ordered by formula weight, smallest number first.
SMILES	14-3-3 PPI
NC(=O)SCC(=O)Nc1ccc(Cl)cc1	-2
CCCc1nnc2c3c4c(sc3ncn12)CCCC4	-17
COC(=O)CSc1nc(N)c(C#N)c(C(C)C)c1C#N	-4
O=C(Cn1c(=O)[nH]c2ccsc2c1=O)Nc1ccccc1	-7

# The list is partial. The share of hits here may be higher or lower than overall.
